# SENP8 block-1: SENP8 protease inhibition. purified SENP8, Z-RLRGG-aminoluciferin cleavage, luminescence. inhibition, % at 10 µM. 1.2% of 330,000 active. AID 2540; in the data active means inhibition above about 50%
# Target sequence (Q96LD8 whole entry, looked up): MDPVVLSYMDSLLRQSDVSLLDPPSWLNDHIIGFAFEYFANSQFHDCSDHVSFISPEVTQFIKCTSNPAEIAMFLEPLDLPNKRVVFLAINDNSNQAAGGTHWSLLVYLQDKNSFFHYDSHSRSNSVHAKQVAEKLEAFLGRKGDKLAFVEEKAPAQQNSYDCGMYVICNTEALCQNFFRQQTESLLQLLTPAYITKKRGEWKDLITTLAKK
# HKDC1 inh: blocks human hexokinase HKDC1 activity. AID 493160. inhibition, % at 20 µM. 0.16% of 340,000 active. recombinant HKDC1, G6PDH/diaphorase resazurin coupled fluorescence. Q2TB90;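 active means inhibition above about 35% when tested at 20 µM, limit read from the data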;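 further: plate controls were DMSO wells with enzyme for no effect and DMSO wells lacking enzyme for full effect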
#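 System: Recombinant HKDC1 hexokinase | Amount: HKDC1 at 5 µg/mL | Reagent: Glucose with 1 mM ATP | Doses: Single 20 µM dose | Incubation: Reaction time 90 min, room temperature, protected from light | Signal: Coupled resazurin fluorescence, excitation 525 nm, emission 613 nm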
# SENP6 block: blocks the human protease SENP6 | Q9GZR1 | Recombinant SENP6 catalytic domain, aminoluciferin luminescence | inhibition, % at 10 µM | 1.8% of 330,000 active | AID 2599;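 active means inhibition above about 50% at the single tested dose, limit read from the data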;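 further: plate controls were DMSO wells with enzyme for no effect and DMSO wells lacking enzyme for full effect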
# SENP1 FRET inh: SENP1 (human) catalytic domain inhibition | 0.21% of 360,000 active | recombinant SENP1 catalytic domain, CyPet-SUMO1-YPet FRET cleavage | inhibition, % at 10 µM | AID 624204;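 active means inhibition at least 30% at 10 µM, raw YFP signal under a set limit, fluorescence ratio 0.5 to 1.5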;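 further: 0% = enzyme with DMSO and 100% = no enzyme wells; some results filed as inactive read as strong as hits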
# Target sequence (Q9P0U3 419-644 limits assumed): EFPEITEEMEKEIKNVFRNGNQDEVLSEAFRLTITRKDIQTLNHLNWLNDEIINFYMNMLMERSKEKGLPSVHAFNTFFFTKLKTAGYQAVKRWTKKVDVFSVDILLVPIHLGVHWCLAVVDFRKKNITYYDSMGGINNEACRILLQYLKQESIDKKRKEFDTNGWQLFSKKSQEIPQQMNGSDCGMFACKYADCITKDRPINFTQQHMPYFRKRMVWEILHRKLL
#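 material = recombinant human SENP1 catalytic domain, His6-tagged | quantity = 20 pM enzyme | reagent = 25 nM SUMO1 FRET substrate | compound dosing = 10 µM single point, 0.5% DMSO | timing = 50 min enzyme reaction, room temperature, light-protected | detection = FRET, CFP and YFP emission | control set = no-enzyme low, enzyme-DMSO high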
# SENP7 inh: blocks the human protease SENP7; Q9BQF6; recombinant SENP7, Z-RLRGG-aminoluciferin luminescence, 40 min; inhibition, % at 5 µM; 1.5% of 330,000 active; AID 434973;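 active means inhibition above about 50% at the single test dose, limit read from the data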;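 further: plate controls were DMSO with enzyme for no effect and no enzyme buffer wells for full effect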
# Target sequence (Q9BQF6 706-1050 limits assumed): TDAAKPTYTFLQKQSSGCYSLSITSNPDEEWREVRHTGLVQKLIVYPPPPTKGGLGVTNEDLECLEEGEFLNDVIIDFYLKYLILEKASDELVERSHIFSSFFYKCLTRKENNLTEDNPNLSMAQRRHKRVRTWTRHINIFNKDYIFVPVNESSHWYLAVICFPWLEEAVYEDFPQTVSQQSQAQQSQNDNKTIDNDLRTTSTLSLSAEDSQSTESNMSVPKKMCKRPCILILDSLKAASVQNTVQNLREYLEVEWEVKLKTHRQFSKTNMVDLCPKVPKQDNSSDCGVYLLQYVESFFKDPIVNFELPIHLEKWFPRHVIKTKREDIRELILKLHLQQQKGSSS
# PfGluPho inh: PfG6PD (Plasmodium falciparum) enzyme inhibition | PfGluPho enzyme, NADPH resazurin-diaphorase fluorescence | inhibition, % at 20 µM | 0.78% of 350,000 active;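 active means inhibition reaching at least a set limit at 20 µM in the primary screen, cut at about 59% in these data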;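 further: 0% = DMSO wells with substrate and 100% = DMSO wells lacking glucose-6-phosphate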
# SENP8 block-2: blocks human SENP8 cleavage of Nedd8 substrate; 0.64% of 360,000 active; inhibition, % at 20 µM; recombinant SENP8, Nedd8 substrate fluorescence; Q96LD8; AID 602440; in the data active means inhibition mostly above about 40%, no sharp cut-off; inactive means mostly below about 27%
# Apaf-1 inh: blocks human Apaf-1 apoptosome activity; reconstituted apoptosome caspase-3 activity, DEVD-Rh110 fluorescence; 0.71% of 330,000 active; AID 489030; inhibition, % at 20 µM; active means inhibition of at least 40% at 20 µM;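 further: plate controls were DMSO wells for no effect and DEVD-CHO caspase inhibitor wells for full effect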
#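 System: reconstituted apoptosome with Apaf-1, cytochrome c, caspase-9, procaspase-3, dATP; Signal: Rh110 fluorescence intensity; Schedule: 30 min compound preincubation, 50 min activation, room temperature; Reagent: cytochrome c trigger plus (Z-DEVD)2-Rh110 caspase-3 substrate.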
# An asterisk follows results filed as active; · = no result given.
SMILES,SENP8 block-1,HKDC1 inh,SENP6 block,SENP1 FRET inh,SENP7 inh,PfGluPho inh,SENP8 block-2,Apaf-1 inh
COc1ccc(C2C(C(=O)Nc3ccccc3OC)=C(C)Nc3nnnn32)c(OC)c1 (stereo not drawn),5,7,-5,-5,4,-27,-36,-11
COc1cc(S(=O)(=O)n2cnc(C)c2)ccc1Cl,1,12,-5,2,10,3,5,2
Cc1cc(-c2ccc(C)c(S(=O)(=O)N3CCN(c4ccccn4)CC3)c2)on1,6,-2,-9,2,-1,-17,4,17
O=C(Nc1nnc(COc2ccc(Cl)cc2)s1)c1ccc([N+](=O)[O-])cc1,1,3,-17,1,7,-10,13,-2
CCc1noc(C)c1C(=O)N(CC)CC(=O)Nc1ccccc1C(F)(F)F,6,-5,1,1,-9,-4,9,-7
CCCc1nc2oc3c(OC)ncnc3c2c2c1COC(C)(C)C2,-4,37*,1,1,-3,46,10,-8
O=C(CSc1ccc(-c2cccc([N+](=O)[O-])c2)nn1)N1CCCCCC1,-9,-2,-5,-1,-2,13,15,-26
Cc1ccc(S(=O)(=O)N(C(=O)c2ccncc2)c2ccc(OC(=O)c3ccncc3)c3ccccc23)c(C)c1,-11,38*,-11,2,9,73*,23,18
Cc1ccc(C(=O)O)cc1NC(=O)c1ccc2c(c1)C(=O)N(c1ccc([N+](=O)[O-])cc1)C2=O,-8,0,-8,0,6,9,13,2
CC[C@@]12C(=O)N(c3ccccc3)C(=O)N1[C@H](c1cccc(C)c1)[C@@H]1C(=O)N(Cc3ccccc3)C(=O)[C@@H]12,-8,-2,-11,2,-4,7,18,10
COc1ccccc1N1C(=O)C2CCC(c3ccccc3)CC2C1=O (stereo not drawn),2,-7,-1,3,9,-10,13,3
Clc1c(Cl)c(Cl)c2n[nH]nc2c1Cl,-8,4,-27,2,0,-27,0,5
NC(=O)c1ccsc1NC(=O)COC(=O)Cc1c[nH]c2ccccc12,-2,-1,-9,-2,3,5,4,0
CCOC(=O)C1CCCN(C(=S)Nc2cc(C)cc(C)c2)C1 (stereo not drawn),-5,-1,-25,1,3,-6,8,-5
Cc1ccc(SCC(=O)OCC(=O)N(CC(C)C)c2c(N)n(Cc3ccccc3)c(=O)[nH]c2=O)c(C)c1,3,-9,3,0,3,-14,12,-3
CN1CCN(S(=O)(=O)c2cccc(C(=O)Nc3sc4c(c3-c3nc5ccccc5[nH]3)CCCC4)c2)CC1,1,-16,-1,-20,2,24,-99,-1
CCc1ccc(C(C(=O)NC2CCCCC2)N(C(=O)c2csnn2)C2CC2)cc1 (stereo not drawn),-7,-3,-21,1,-7,-16,7,16
Nc1ccc2oc(-c3cccc(Br)c3)nc2c1,82*,12,90*,-4,90*,21,-428,12
CCCc1c(C)nn(C(=O)/C(C#N)=N/Nc2ccccc2[N+](=O)[O-])c1C,-4,-3,-4,2,0,-17,31,-4
C#CCOCCOCCOCCNc1nc(N2CCN(C(=O)C([C@@H](C)O)n3cc([C@@H](N)CCCCN)nn3)CC2)nc(N2CCN(C(=O)[C@H](CCC(=O)O)n3cc([C@@H](N)[C@H](C)CC)nn3)CC2)n1 (stereo partly drawn),-2,11,15,1,7,-15,14,-1
CC(=O)c1ccc(NC(=O)CN2C(=O)NC(C)(c3ccc4c(c3)OCCO4)C2=O)cc1 (stereo not drawn),0,-5,-4,-2,6,-10,10,3
COc1cc(OC)c(C(=O)Nc2ccc(N(C)C)cc2)cc1OC,-9,1,-10,0,-11,70*,0,13
Cc1ccccc1OCC(=O)N/N=C/c1ccc(N2CCOCC2)o1,4,1,-10,-6,-7,40,-8,-10
Cc1ccc(C(=O)Nc2cccc(C(=O)NC3CCCC3)c2)cc1,0,-3,-7,-1,-2,9,6,0
COc1ccc2cc([C@H](C)C(=O)OCc3cn(CC(=O)c4ccc(O)cc4)nn3)ccc2c1,·,34,·,0,·,11,20,·

# Following part
SMILES,SENP8 block-1,HKDC1 inh,SENP6 block,SENP1 FRET inh,SENP7 inh,PfGluPho inh,SENP8 block-2,Apaf-1 inh
CCC1CCCCN1S(=O)(=O)c1ccc(NC(=O)C2CCN(C(=O)c3ccco3)CC2)cc1 (stereo not drawn),0,6,-14,1,-1,0,6,11
COc1ccc(CCN=C(N)NS(=O)(=O)c2ccc(C)c(C)c2)cc1,-9,-1,-1,-2,-9,-13,17,-3
COc1ccc(Cl)cc1NC(=O)CN(C)C(=O)c1n[nH]c2ccccc12,-2,0,1,1,-3,2,16,8
O=C(Nc1ccc(Cl)cn1)c1cccc2c(Br)cccc12,-10,1,-6,1,1,16,19,11
O=C(/C=C/NNC(=O)c1ccccc1)c1ccccc1,-7,-8,6,0,5,-26,13,8
COC(=O)c1ccc(OCC2c3cc(OC)c(OC)cc3CCN2C(C)=O)cc1 (stereo not drawn),8,-4,3,1,-3,5,8,-11
CN(C)S(=O)(=O)c1ccc(Cl)c(NC(=O)COC(=O)[C@@H]2CCCN2C(=O)c2cccs2)c1,-6,-10,0,2,-4,8,3,8
COc1ccc(-c2c(C#CC(C)(C)O)c3ccccc3n2C)cc1,-9,7,-7,-14,-8,6,-487,28
COc1ccc(N(CC(=O)NCc2ccc(Cl)cc2)S(=O)(=O)c2ccccc2[N+](=O)[O-])c(OC)c1,-4,-5,-20,3,1,21,4,11
O=C(CC1C(=O)NCCN1CCCc1ccccc1)NCCc1ccccc1Cl (stereo not drawn),-5,-3,-2,-7,7,-5,-61,12
Cc1cc(C)cc(N(CC(=O)NC2CCCC2)C(=O)CCC(=O)Nc2nccs2)c1,2,-3,-11,0,2,1,11,7
CCCCNC(=O)C12CCC(C)(C(=O)C1Br)C2(C)C (stereo not drawn),1,-4,-2,0,7,-10,23,0
CC(=O)Nc1cccc(C(=O)OCc2ccc(C(=O)Oc3ccc(Cl)cc3)cc2)c1,-2,-2,7,2,3,0,20,0
O=C(N=C1N=C2C=CC=CN2Cc2ccccc21)c1ccc(S(=O)(=O)N2CCCC2)cc1,6,-2,50,-1,42,-4,7,5
Cc1cc2cc(CNC(=O)c3ccc(S(=O)(=O)N4CCCC4)cc3)ccc2n1C,9,-6,-6,-10,4,27,-24,16
OCCC1CN(Cc2ccncc2)CCN1C1CCCC1 (stereo not drawn),5,1,-12,0,-5,2,8,-6
COc1cccc(NC(=O)C2CCOC2=O)c1 (stereo not drawn),-10,3,-30,2,-4,-1,19,-12
CCCN1C(=O)c2ccc(C(=O)Nc3cc(C)on3)cc2C1=O,-5,-4,11,1,7,-20,16,24
CCOC(=O)C1=C(C)N(c2ccc(Cl)cc2)C(=O)NC1c1cccc([N+](=O)[O-])c1 (stereo not drawn),-2,-1,-11,2,-4,-2,-1,23
COc1ccc(C(=O)NC(=S)NNC(=O)c2cnccn2)cc1,-1,-21,-3,-3,6,-11,8,-4
CCC(=O)NC(=S)Nc1cccc(NC(=O)c2ccc(Cl)cc2Cl)c1,4,1,-4,2,5,6,19,12
Cc1cccc(N(C)S(=O)(=O)c2nnc(NC(=O)c3ccco3)s2)c1,4,-2,5,-1,-2,-16,-131,-4
Cc1ccccc1NC(=S)N(CCN1CCOCC1)Cc1ccccc1F,1,-3,20,2,1,-12,5,-9
COc1ccc(N(C)C(=O)c2oc(=O)c3ccccc3c2-c2ccccc2)c(OC)c1,-8,-1,-20,0,3,-35,-2,14
Cn1cccc1/C=N/N1CCN(Cc2cccc3ccccc23)CC1,1,0,-9,-1,5,23,9,8

# SENP7 inh, entries above that show a hit
SMILES | SENP8 block-1 | HKDC1 inh | SENP6 block | SENP1 FRET inh | SENP7 inh | PfGluPho inh
Nc1ccc2oc(-c3cccc(Br)c3)nc2c1 | 82* | 12 | 90* | -4 | 90* | 21

# Next results
SMILES,SENP8 block-1,HKDC1 inh,SENP6 block,SENP1 FRET inh,SENP7 inh,PfGluPho inh,SENP8 block-2,Apaf-1 inh
CCC(=O)N(CCC1(C(C)C)CCOC(C)(C)C1)Cc1ccco1 (stereo not drawn),-7,-6,-22,-3,-2,-14,-4,6
Oc1c(Cl)cc(Cl)cc1C=Nc1ccccc1N1CCCC1,-4,·,-15,·,1,·,·,1
N/C(=N\OC(=O)c1ccc2ccccc2c1)c1ccncc1,56*,17,47,0,67*,-19,-12,0
CCOc1ccccc1N(C)C(=O)CCS(=O)(=O)c1ccc2c(c1)NC(=O)CO2,4,4,-6,3,-2,8,13,3
Cc1sc2ncnc(N3CCC(C(=O)NCC(=O)Nc4ccc(F)c(F)c4)CC3)c2c1C,-6,12,6,1,11,2,-8,14
COc1cc2c(cc1NC(=O)c1cc(-c3ccccn3)nc3ccccc13)oc1ccccc12,0,-11,-1,3,-1,13,-4,7
COc1cccc(CC2(CO)CCCN(Cc3ccc(CN4CCCCC4)s3)C2)c1 (stereo not drawn),0,-11,-3,-1,1,0,23,5
O=C(NC(Cc1ccccc1)C(=O)O)c1ccc(S(=O)(=O)N2CCCC2)cc1 (stereo not drawn),4,11,-9,2,5,-9,7,-17
Cn1cnc2nc[nH]c2c1=O,·,1,·,4,·,-2,58*,·
CNC(=O)CSc1nnc(-c2cnccn2)n1C,-8,-7,-25,0,-9,-12,7,-2
CCC(Oc1ccccc1)C(=O)NC1CCSC1=O (stereo not drawn),7,-4,13,2,-2,10,8,-11
COc1cc(NC(=S)NC2CC(C)(C)NC(C)(C)C2)cc(OC)c1,-4,-6,-9,-2,11,-8,18,-12
COc1ccc(NC(=O)COc2cc(C)cc(C)c2)cc1S(=O)(=O)N1CCCCC1,-3,5,-2,2,2,3,9,20
Cc1cc(C(=O)N2CCCC(Nc3ccc(C(C)C)cc3)C2)nn1C (stereo not drawn),0,-1,8,3,6,13,4,-1
Cc1ccc(C2N(c3ccccc3)C(=S)N3CCCN23)cc1 (stereo not drawn),9,0,4,4,8,7,26,6
O=C(NCc1cccnc1)c1ccc(COc2cccc3ccccc23)o1,-5,14,-10,2,4,16,7,13
COc1ccc(C(C)=O)cc1COC(=O)CSC(C)C(=O)Nc1cc(C)on1 (stereo not drawn),-4,-2,-7,2,-10,-7,8,11
O=C(Nc1ccccc1N1CCCCC1)c1ncoc1-c1ccc(F)cc1,-1,4,-19,2,-3,9,-14,4
COc1ccc(NC(=S)N(CCC(C)C)C2CCN(C(C)C)CC2)cc1Cl,-1,-4,7,-126,9,69*,19,13
CC1=Nc2cc(C(=O)NCc3ccco3)ccc2Sc2ccc(C)cc21,-8,-12,-4,-3,-6,-18,30,18
CCOc1ccc(-c2c(C(=O)N/N=C/c3ccncc3)nnn2-c2nonc2N)cc1,-4,-5,-16,3,-8,-3,6,5
Cc1cc(C)cc(NC(=O)C(OC(=O)C2=COCCO2)c2ccccc2)c1 (stereo not drawn),-9,-7,-21,2,3,0,0,24
Nc1ccc2c(c1Cl)C(=O)c1ccc(N)c(Cl)c1C2=O,·,30,·,24,·,22,40,·
N#Cc1ccc(OCC(=O)N/N=C2\CCc3ccccc32)cc1,5,5,8,-2,1,2,18,-4

# Reformatted field by field: entries from further up
Cc1cc(C)cc(NC(=O)C(OC(=O)C2=COCCO2)c2ccccc2)c1 (stereo not drawn)
  SENP8 block-1: -9; HKDC1 inh: -7; SENP6 block: -21; SENP1 FRET inh: 2; SENP7 inh: 3; PfGluPho inh: 0; SENP8 block-2: 0; Apaf-1 inh: 24

Nc1ccc2c(c1Cl)C(=O)c1ccc(N)c(Cl)c1C2=O
  SENP8 block-1: ·; HKDC1 inh: 30; SENP6 block: ·; SENP1 FRET inh: 24; SENP7 inh: ·; PfGluPho inh: 22; SENP8 block-2: 40; Apaf-1 inh: ·
